Screening results deposited in PubChem by National Center for Advancing Translational Sciences (NCATS).
BRCA1 expr act = BRCA1 expression activation; MCF7-BRCA1-FFLuc reporter, luminescence, 48 h; response scale: scaled: vehicle 0%, 10 µM genistein 100%; Potency, µM (doses to about 46.1 µM), for the others: at the highest dose activation, most hits filed as activators; 1.1% of 380,000 active; AID 624202; active = well fitted activation curve with a large enough effect; inconclusive = small, poorly fitted or top-dose-only effect; inactive = no such curve, though single readings can be large or run the other way; also: nearly all actives have a fitted effect of over 80% in size; some results filed as inactive show a strong effect at the top dose
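MCF7-BRCA1-FFLuc cells, 2000/well in phenol-red-free MEM, attached 2 h then treated 48 h at 37 C. Luciferase luminescence read 15 min after reagent; normalized to genistein maximum activation (10microM) and DMSO, concentration-response fitted.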
* hit, by the source's call; u = inconclusive. Potency is read from the fitted curve at half-maximal effect.

SMILES	BRCA1 expr act
CC(C)C1C(=O)N(Cc2cn(Cc3ccco3)nn2)CCS(=O)(=O)N1Cc1ccc(-c2ccncc2)cc1 (configuration not stated)	-3.0%
COc1ccc(Sc2ccc(NC(=O)c3cccc(Cl)c3)cc2C#N)cc1	-28.8%
COc1ccc(C(=O)C(C)OC(=O)C2CC3CCCC(C2)C3=O)cc1 (configuration not stated)	-0.3%
CCOc1cc(OCC)cc(C(=O)NCCN2CCC(n3c(=O)[nH]c4ccccc43)CC2)c1	18.2%
O=C1NC(Cc2ccccc2)c2nc3ccccc3c(=O)n2-c2cc3ccccc3cc21 (configuration not stated)	-53.8%
Cc1cnc2ccc(F)cc2c1	0.0%
COc1ccc(C(=O)OCC(=O)N2CCN(C(=O)c3ccco3)CC2)c(OC)c1OC	-12.4%
Cc1ccc2nc(-c3cccc(Cl)c3)c(Cc3cccc(F)c3)n2c1	76.9%
CCOC1=C2CN(S(=O)(=O)c3ccc(C)cc3)CC[C@@H]2N(S(=O)(=O)c2ccc(C)cc2)[C@H](c2ccccc2)C1	12.6%
Cc1nc2c(OCC(=O)C(C)(C)C)cccn2c1N(C)Cc1cccs1	-16.6%
Cc1ccc(-c2ccc(CN3C(C(C)C)C(=O)N(Cc4cn(CCC5OCCCO5)nn4)CCS3(=O)=O)cc2)cc1 (configuration not stated)	-64.2%
COc1ccc2c(CN3CCOCC3)cc(=O)oc2c1	13.8%
CC1=C(C(=O)N2CCOCC2)CC(CC(=O)NC(c2ccccc2)c2ccccc2)C(=O)N1Cc1ccc(F)cc1 (configuration not stated)	-6.8%
O=C(NCCN1CCC(n2c(=O)[nH]c3ccccc32)CC1)c1cccnc1Cl	4.8%
O=[N+]([O-])c1ccc(NCCCc2ccccc2)cc1	65.6%
Cn1nc(N)c2ncc(C(Cl)(Cl)Cl)nc21	-2.0%
Cc1ccc(Cc2c(-c3cccc(Cl)c3)nc3ccc(C)cn23)cc1	12.5%
O=S1(=O)C[C@@H](N2CC[C@@H](O)C2)[C@H](COCc2ccccc2)N1	14.9%
CC(C)CCC[C@](C)(O)c1ccc(C(=O)O)cc1O	11.7%
COc1cccc(C(O)c2nc(-c3ccc(OC)nc3)cs2)c1 (configuration not stated)	42.1%
CCOc1ccc(OCCC(=O)Nc2ccccc2C(=O)NC2CC2)cc1	-21.4%
CCc1nc2ccc(C(=O)NCCN3CCNC3=O)cn2c1N(CC)Cc1cccc(Br)c1	11.3%
COC(=O)c1ccc(CNC(=O)c2cc(S(=O)(=O)NCc3ccccc3)ccc2C)cc1	0.9%
COc1ccc2oc(C(=O)OCC(=O)Nc3ccc(C)c(S(=O)(=O)N4CCOCC4)c3)c(C)c2c1	10.6%
COC(=O)N1CCCCC1c1cc(C(=O)NCc2cccnc2)no1 (configuration not stated)	-8.7%

Going on with the list.
SMILES	BRCA1 expr act
CC1(C(=O)Nc2ccc(F)cc2F)CCN1C(=O)Cc1ccccc1Cl (configuration not stated)	15.8%
CN(Cc1ccc(C(F)(F)F)cc1)C(=O)[C@H]1O[C@@H](n2ccc(=O)[nH]c2=O)[C@H](O)[C@@H]1O	15.7%
O=C(c1ccc2c(=O)n(-c3ccccc3)c(=O)[nH]c2c1)N1CCN(Cc2cccs2)CC1	-6.5%
CC(=O)Nc1ccc(NC(=O)c2ccc(S(=O)(=O)N3CCCCCC3)cc2)cc1	-4.8%
CCc1ccccc1Oc1nc(NC(C)C)nc2ccsc12	-22.9%
COc1ccc(OC)c(C(=O)NC2CCCc3c2cnn3-c2cc(C)cc(C)c2)c1 (configuration not stated)	-36.9%
CC(CC(=O)Nc1ccc2c(c1)c(=O)n(C)n2-c1ccccc1F)c1ccccc1 (configuration not stated)	-5.5%
CCOC(=O)[C@]12CCCC=C1N(Cc1cccc3ccccc13)C(=O)[C@H](CC(=O)NCc1cccc(C(F)(F)F)c1)C2	-48.7%
Cc1ccc(NC(=O)CCNC(=O)N2CC(=O)Nc3ccccc32)cc1Cl	-2.3%
O=C(O)c1cc(Cl)n[nH]c1=O	14.2%
C[C@H](CO)N1C[C@H](C)[C@@H](CN(C)C(=O)C2CCCCC2)OCc2cnnn2CCCC1=O	3.4%
CCCCNC(=O)C1(C)CCCCN1C(=O)c1ccc2c(c1)C(C)(C)CCC2(C)C (configuration not stated)	-22.8%
CCOc1ccc(NC(=O)c2nc(SCc3ccccc3F)ncc2Cl)cc1	8.9%
CCc1ccc2c(c1)NC(=O)C2(C)Cc1ccc(F)cc1 (configuration not stated)	-2.5%
O=C(C(O)c1ccc(Br)cc1)N1CCC(Nc2ccc3[nH]ncc3c2)CC1 (configuration not stated)	10.1%
O=S1(=O)N[C@@H](Cc2ccccc2)COc2cccc(N3CCC[C@@H]3CO)c21	5.0%
O=C(Cn1nnc(-c2ccccc2)c1COc1ccc2ccccc2c1)NCC1CC1	-39.1%
COCCNc1nc(NCCOc2ccccc2Cl)c2sccc2n1	-15.6%
COc1ccc(S(=O)(=O)N2CCOCC2)cc1NC(=O)CCCSc1ccccc1	-4.8%
COc1ccc(Cl)cc1-c1cc(C(=O)NCc2ccc(C(F)(F)F)cc2)[nH]n1	-21.8%
COc1ccc(Cc2c(C(C)(C)C)nc3c(C)cc(Br)cn23)c(C)c1	-7.5%
COC(=O)c1c(N)[nH]c(C(=O)c2ccccc2)c1-c1ccc(Cl)cc1	0.0%
CC1(c2nnnn2Cc2ccccc2)CCC(=O)N1CC(F)(F)F (configuration not stated)	0.0%
Cc1nn(CC(C)C)c(Cl)c1C(=O)NCC1CCCO1 (configuration not stated)	11.4%
CC1(C(=O)NCc2cccc(Cl)c2)Cc2c(-c3ccc(C(N)=O)cc3)ccnc2O1 (configuration not stated)	-31.4%

Continued.
SMILES	BRCA1 expr act
O=C(COC(=O)C1COc2ccccc2O1)c1ccc(F)cc1 (configuration not stated)	0.2%
C[C@@H]1CNC(=O)c2c(C(=O)N[C@H](C)c3ccccc3)ncn21	-0.1%
Cc1c(C(=O)NCc2cccs2)sc(=O)n1Cc1ccc(S(=O)(=O)N(C)C)cc1	-24.5%
COc1ccc(CNC(=O)C2(C)Cc3c(-c4ccccc4)ccnc3O2)cc1OC (configuration not stated)	17.0%
CN(N=Cc1ccc([N+](=O)[O-])cc1)c1ccccn1	110.4%
CC(C)(C)n1nnnc1C(c1ccccc1)N1CCN(c2ccc(F)cc2)CC1 (configuration not stated)	2.7%
CC(C)(C)Cc1c(-c2ccccc2)nc2ccc(Br)cn12	1.0%
OC[C@H]1O[C@@H](c2nc3ccc(-c4nc(-c5cccs5)no4)cc3[nH]2)C[C@@H]1O	u
CCOC1=CC2=C(C(=O)C(Cl)=CC2=O)[C@@H]2CN(S(=O)(=O)c3ccc(C)cc3)[C@@H](c3ccccc3)[C@H]12	-30.0%
O=C(Nc1nnc(C2CCCCC2)s1)C1CCN(C(=O)c2ccco2)CC1	5.4%
O=C1NC(Cc2ccc(O)cc2)c2nc3cc(Cl)ccc3c(=O)n2-c2cc3ccccc3cc21 (configuration not stated)	-77.8%
Cc1ccc2ccccc2c1C(O)c1ncc(-c2ccc(C(F)(F)F)cc2)[nH]1 (configuration not stated)	-30.7%
Cc1ccccc1S(=O)(=O)NC(=O)C1(C)CCN1C(=O)Cc1ccc(Cl)cc1Cl (configuration not stated)	23.4%
Cc1nnc(NC(=O)CCN2C(=O)C3CC=CCC3C2=O)s1 (configuration not stated)	-1.5%
CC(=O)Nc1cccc(-c2ccnc3c2CC(C)(C(=O)Nc2cccc(C(C)=O)c2)O3)c1 (configuration not stated)	-42.9%
Oc1ccc(C[C@@H](CN2CCC[C@@H]2CN2C(=S)NC[C@@H]2Cc2ccccc2)N2C[C@H](Cc3ccccc3)N(CCc3ccccc3)C2=S)cc1	-36.4%
O=C(NC(c1ccc(-c2ccccc2)cc1)c1cnccn1)C1CCN(CCOc2ccc(Cl)cc2Cl)CC1 (configuration not stated)	-31.8%
O=C(COC(=O)COc1ccc(Br)cc1)NC1CCS(=O)(=O)C1 (configuration not stated)	-4.0%
CC1CCc2cc(F)cc3c2N1C(=O)C(C(=O)Nc1cnccn1)C3=O (configuration not stated)	-24.2%
CN(C)CCNc1ncnc2c1ncn2[C@H]1CN(C)C[C@@H](CO)O1	7.4%
COc1ccc(OC)c(S(=O)(=O)NC(=O)C2(C)CCN2C(=O)C2(c3ccc(Cl)cc3)CC2)c1 (configuration not stated)	19.7%
CCNC(=O)C1(C)CCN(C(=O)c2ccc3c(c2)OCO3)C1 (configuration not stated)	3.2%
Cc1cc(C(=O)N2CCCC(N3CCN(c4ccccc4C)CC3)C2)no1 (configuration not stated)	-18.6%
CC1C(=O)N(Cc2cn(CCC3OCCO3)nn2)CCS(=O)(=O)N1Cc1ccc(-c2ccc(Cl)cc2)cc1 (configuration not stated)	0.0%
C[C@@H]1CN([C@H](C)CO)C(=O)CCCn2nncc2CO[C@H]1CN(C)Cc1cccc2c1OCCCO2	3.8%

Additional compounds
SMILES	BRCA1 expr act
CCCC(=O)N1CCC1(C)C(=O)Nc1ccccn1 (configuration not stated)	8.6%
COc1ccc(-c2cnc3c(NC(C)=O)cc(-c4cc(F)ccc4OC)cn23)cc1OC	-50.5%
O=C(Nc1cccs1)Nc1nnc([C@@H]2C[C@H](O)[C@@H](CO)O2)s1	84.0%
Cc1ccc2[nH]c(=O)c(CN(Cc3ccco3)Cc3nnnn3Cc3ccco3)cc2c1	-18.9%
COc1ccc(CCNC(=O)CSC2=NS(=O)(=O)c3cc(F)ccc3N2)cc1OC	14.4%
Cc1cccc(OCC(=O)N2CCc3ccccc3C2)c1C	56.6%
O=c1[nH]c(=S)[nH]c2c1[C@H](C1CC1)O[C@H](CCc1ccccc1)C2	-10.3%
CCN(CC)C(=O)c1nc(-c2cccc3ccccc23)no1	76.0%
CC(C)NC(=O)Nc1ccc2c(c1)C(=O)N([C@H](C)CO)C[C@H](C)[C@@H](CN(C)Cc1ccc(C(F)(F)F)cc1)OCCCC[C@H](C)O2	12.7%
O=c1c2ccccc2sn1-c1ccc(Cl)c(S(=O)(=O)N2CCOCC2)c1	7.1%
Cc1ccccc1C(=O)OCC(=O)Nc1cccc(S(=O)(=O)N2CCCCC2)c1	-6.5%
CN(c1cc2c(c3c1ccn3C)C1CCC2O1)C1CCCCC1 (configuration not stated)	-44.5%
O=C(CC[C@H]1O[C@@H](n2ccc(=O)[nH]c2=O)[C@H](O)[C@@H]1O)NCC1CCCO1 (some centres not stated)	1.1%
CCN(c1ccccc1)S(=O)(=O)c1ccc(Cl)c(C(=O)Nc2ccncc2)c1	-38.5%
OC[C@@H]1CN(Cc2ccccc2)C[C@H](n2cnc3c(N4CCN(c5ccccc5)CC4)ncnc32)O1	-21.2%
CCOC(=O)[C@]12CCCC=C1N(Cc1ccco1)C(=O)[C@H](CC(=O)N1CCCCC1)C2	11.1%
O=C1c2cccc3c2C2(O)c4c1cccc4C(=O)c1cccc(c12)C3=O	4.1%
CC(C)NC(=O)N(C)C[C@H]1OCCCC[C@@H](C)Oc2ccc(NC(=O)C3CCCCC3)cc2C(=O)N([C@H](C)CO)C[C@@H]1C	3.0%
C[C@@H]1CN([C@@H](C)CO)C(=O)c2cc(Br)cnc2O[C@@H]1CN(C)C(=O)CN(C)C	2.8%
COc1cc(C(=O)N2CCCC(c3cc(C(=O)NCc4ccccc4)no3)C2)cc(OC)c1C (configuration not stated)	0.0%
NC(Cc1ccc(Cl)cc1)c1csc(Nc2ccc(-c3ccccc3)nn2)n1 (configuration not stated)	-23.4%
CSc1ccc(Cn2c(C)c(C(=O)NCc3ccc(C(C)C)cc3)sc2=O)cc1	-29.8%
OC(c1ccc(Cl)c(F)c1)c1ncc(-c2ccccc2C(F)(F)F)[nH]1 (configuration not stated)	-14.3%
CCOc1ccc(CCN2C(=O)C(=O)N([C@@H](Cc3ccccc3)CN3CCC[C@H]3CN3C(=O)C(=O)NC[C@@H]3CC(C)C)C[C@@H]2Cc2ccc(O)cc2)cc1	-58.1%
Cn1cnc(S(=O)(=O)N2CCCC(c3cc(C(=O)Nc4ccc(F)c(Cl)c4)no3)C2)c1 (configuration not stated)	1.4%
COc1cccc(Cn2c(Cn3c(-c4cnccn4)nc4ccccc43)nc3ccccc32)c1	8.0%
N#Cc1cccc(S(=O)(=O)N2CCN(c3nc(-c4cccs4)nc4ccccc34)CC2)c1	0.0%

Some of the compounds tested; rates above refer to the full screens.
